From PubChem
Pyk2 oligo antag: antagonists of human Pyk2 oligomerization; Q14289; Q293 cells, Pyk2 FERM NanoBiT luminescence; active compounds read low; z-score (the deposit names both 25 µM and 10 µM); 0.83% of 99,000 active;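 active means Z-score of -3 or lower, scaled per plate to the spread of control and sample wells; inactive means z-score above -3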;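 further: negative z-score means lost luminescence so less FERM oligomerization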
PTPN22 inh 2: inhibitors of human LYP (PTPN22) phosphatase | Q9Y2R2 | recombinant LYP catalytic domain, DiFMUP fluorescence | inhibition, % at 2 µM | 0.21% of 96,000 active;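 active means inhibition at 2 µM at or above a set limit, the screen mean plus 3 SD, cut at about 24% in these data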;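 further: 0% = DMSO with enzyme and 100% = enzyme fully blocked by orthovanadate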
ERa coact inh: ER-alpha (human) coactivator binding inhibition | TR-FRET ER-alpha LBD / SRC-1 peptide, estradiol-bound | 1.7% of 86,000 active | inhibition, % at 25.6 µM | P03372; in the data active means inhibition above about 50%;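 further: 0% = receptor plus peptide control and 100% = peptide only without receptor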
F-actin modifier: alters cytoskeleton assembly in HUVEC cells | HUVEC TNFa F-actin phalloidin imaging, high content | inhibition, % at 2 µM | 0.18% of 91,000 active | AID 836;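 active means inhibition above the batch mean plus 3 SD and confirmed as a hit by visual image inspection, cut at about 30% in these data, passing the limit was not always enough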; further: strong numbers were not always called active
LYP act: activators of human LYP (PTPN22) phosphatase. recombinant LYP, DiFMUP fluorescence; 0 = plate median, 100 = signal doubled. activation, % at 2 µM. 0.11% of 96,000 active. AID 697;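 active means activation at 2 µM above a set limit, the mean plus 5 SD, cut at about 37% in these data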
IL1B cytotox: toxic to HUVEC cells under IL-1B stimulation; HUVEC cell count loss, Hoechst imaging, IL-1B stimulated; cell count reduction, % at 2 µM; 0.41% of 94,000 active; AID 845;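 active means cell count reduction more than 3 SD above the screen-wide mean, cut at about 70% in these data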;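 further: normalized per plate to untreated control cells as the no-loss baseline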
TNFa cytotox: toxic to HUVEC cells under TNF alpha stimulation; 0.17% of 93,000 active; HUVEC TNFalpha-stimulated, Hoechst cell count, imaging; cell count reduction, % at 2 µM; AID 848;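 active means cell count reduction exceeding the screen mean by over 5 SD, scaled to untreated wells per plate, cut at about 78% in these data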;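 further: cells counted after 24 h of TNF alpha exposure following the 1 h pretreatment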
FAK blocker: inhibitors of human focal adhesion kinase; Q05397; 0.84% of 97,000 active; biochemical FAK kinase activity assay; inhibition, %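 (tested at 7 µM)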; in the data active means inhibition above about 19%;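 further: 0% = DMSO and 100% = reference compound high control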
Target sequence (Q05397 whole entry, looked up): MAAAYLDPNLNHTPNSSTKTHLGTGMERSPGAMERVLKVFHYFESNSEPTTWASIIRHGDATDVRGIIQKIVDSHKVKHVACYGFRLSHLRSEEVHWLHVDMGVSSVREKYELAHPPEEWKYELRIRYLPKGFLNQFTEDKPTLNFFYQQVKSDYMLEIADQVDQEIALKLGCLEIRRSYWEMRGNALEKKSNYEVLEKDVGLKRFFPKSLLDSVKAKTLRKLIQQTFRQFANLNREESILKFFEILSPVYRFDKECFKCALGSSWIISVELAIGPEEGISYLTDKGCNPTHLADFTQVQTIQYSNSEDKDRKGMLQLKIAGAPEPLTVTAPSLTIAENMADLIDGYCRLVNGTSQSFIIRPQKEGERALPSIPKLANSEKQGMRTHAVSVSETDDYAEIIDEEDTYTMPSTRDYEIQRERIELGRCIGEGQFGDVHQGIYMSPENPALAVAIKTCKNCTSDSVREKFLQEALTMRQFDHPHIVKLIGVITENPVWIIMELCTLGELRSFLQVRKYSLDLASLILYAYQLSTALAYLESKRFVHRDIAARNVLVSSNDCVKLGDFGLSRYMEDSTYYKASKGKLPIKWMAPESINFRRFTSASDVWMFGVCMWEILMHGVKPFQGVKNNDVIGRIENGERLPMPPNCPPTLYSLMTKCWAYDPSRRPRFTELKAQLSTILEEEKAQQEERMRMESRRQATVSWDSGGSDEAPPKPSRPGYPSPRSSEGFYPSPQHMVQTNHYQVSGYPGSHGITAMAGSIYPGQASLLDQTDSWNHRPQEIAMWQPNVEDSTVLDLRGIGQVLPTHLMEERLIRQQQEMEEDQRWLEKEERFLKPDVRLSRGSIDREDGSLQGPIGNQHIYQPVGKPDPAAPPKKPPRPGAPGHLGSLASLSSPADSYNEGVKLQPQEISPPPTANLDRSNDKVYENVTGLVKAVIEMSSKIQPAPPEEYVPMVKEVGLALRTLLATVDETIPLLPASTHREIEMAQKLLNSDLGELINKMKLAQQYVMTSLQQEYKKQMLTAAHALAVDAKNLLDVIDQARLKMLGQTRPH
VCAM1 TNFa inh: reduces TNF alpha induced VCAM1 expression in HUVEC. inhibition, % at 2 µM. 0.48% of 95,000 active. HUVEC TNFa-induced VCAM-1 immunofluorescence, high-content imaging;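 active means inhibition above the batch mean plus 3 SD, with images confirmed as a hit by eye, cut at about 37% in these data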;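 further: 0% = TNF-stimulated DMSO wells and 100% = unstimulated control wells; not every result past the cut was called active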
Numbers without * were called inactive; · = no result given; [ ] = dose if it differs, or a comment.

Start of the listing, in advance, two compounds:
1: CCC(C)[C@H](NC(=O)NCc1cccs1)C(=O)OC (some centres not stated)
2: O=C(N1CCOCC1)C(F)(F)C(=O)N1CCOCC1

screen / no.,1,2
Pyk2 oligo antag,-0.07,1.8
PTPN22 inh 2,7,-1
ERa coact inh,-6,-1
F-actin modifier,14,-8
LYP act,-9,0
IL1B cytotox,13,-22
TNFa cytotox,9,-29
FAK blocker,3,3
VCAM1 TNFa inh,0,-2

This part in full (from the top)
1: CCC(C)[C@H](NC(=O)NCc1cccs1)C(=O)OC (some centres not stated)
2: O=C(N1CCOCC1)C(F)(F)C(=O)N1CCOCC1
3: CN(Cc1ccccc1)S(=O)(=O)c1ccc(C(=O)Nc2nnc(C3CC3)o2)cc1
4: CCC(CC)C(=O)Nc1cccc(C(=O)Nc2ccc3c(c2)OCO3)c1
5: Cc1cccc(C(=O)NC(NCCc2ccccc2)C(Cl)(Cl)Cl)c1 (configuration not stated)
6: CC(CO)N1CCS(=O)(=O)CC1 (configuration not stated)
7: Cc1cc(C)cc(N(CC(=O)NCc2ccco2)C(=O)c2snc(C(N)=O)c2N)c1
8: Cc1c(C(=O)OCC(=O)N(CCC#N)c2ccccc2)oc2c1ccc1ccccc12

screen / no.,1,2,3,4,5,6,7,8
Pyk2 oligo antag,-0.07,1.8,-2.1,-1,-0.84,0.24,-0.01,0.28
PTPN22 inh 2,7,-1,-3,-37,0,-4,-1,1
ERa coact inh,-6,-1,·,3,·,-4,4,9[fluorescence artefact?]
F-actin modifier,14,-8,19,14,10,0,5,·
LYP act,-9,0,1,34,5,5,0,-4
IL1B cytotox,13,-22,-24,5,·,24,1,-49
TNFa cytotox,9,-29,-37,-25,-7,-8,6,-80
FAK blocker,3,3,3,-1,5,1,13,-3
VCAM1 TNFa inh,0,-2,-53,15,8,-16,-5,5

9: Cc1nnc(NCCc2ccccc2)[nH]c1=O
10: CN(C)c1cccc(-c2nnc(SCCCC#N)o2)c1
11: c1ccc(OCCCN2CCCC2)cc1
12: CCC(C)NC(=O)C1CCN(S(=O)(=O)c2ccc(OC)cc2)CC1 (configuration not stated)
13: CC(=O)Nc1ccc(S(=O)(=O)Nc2nccc(C3Cc4ccccc4C(=O)O3)n2)cc1 (configuration not stated)
14: CCCn1c(SCC(=O)Nc2nc3c(s2)CCCC3)nc2c1c(=O)n(C)c(=O)n2C
15: O=C(N/N=C/c1c[nH]c2ccccc12)c1cc(-c2ccc(-c3ccccc3)cc2)n[nH]1
16: COc1ccc(-c2nnc(NC(=O)C(C)C)o2)cc1

screen / no.,9,10,11,12,13,14,15,16
Pyk2 oligo antag,0.19,-0.43,-0.32,1.8,2.2,0.18,-1.4,·
PTPN22 inh 2,2,-5,-1,-4,4,1,18,6
ERa coact inh,-4,-6,-2,4,-5,1,·,-5
F-actin modifier,-4,-11,7,7,0,-26,18,-2
LYP act,-5,8,0,6,-4,-2,-15,-9
IL1B cytotox,6,-10,-13,-3,-13,-210,-5,-2
TNFa cytotox,-6,0,-32,-24,-16,5,-8,-34
FAK blocker,0,-2,1,4,-1,1,2,1
VCAM1 TNFa inh,-32,9,7,2,0,2,-4,8

17: COc1ccc(OC)c(NC(=O)c2cc(S(=O)(=O)NCc3ccco3)ccc2F)c1
18: COCC(=O)N1CCN(c2ccc([N+](=O)[O-])cc2)CC1
19: COc1ccc(N2CCN(CCCNS(=O)(=O)c3c(C)noc3/C=C/N(C)C)CC2)cc1
20: O=C1CSC(c2c(F)cccc2Cl)N1c1cccc(F)c1 (configuration not stated)
21: CCOC(=O)c1c(C)nc2sc3c(=O)n(-c4ccc(OC)cc4)nnc3c2c1-c1ccc(OC)cc1
22: Cc1ccc(-n2nc3c(c2NC(=O)c2ccc(OC(C)C)cc2)CS(=O)C3)cc1 (configuration not stated)
23: Cc1ccc(C(=O)COC(=O)c2ccc3c(c2)C(=O)N(c2cccc4ncccc24)C3=O)cc1C
24: c1ccc(OCc2nc3ccccc3[nH]2)cc1

screen / no.,17,18,19,20,21,22,23,24
Pyk2 oligo antag,-0.67,0.21,·,-0.56,-1,-0.1,0.29,1.1
PTPN22 inh 2,10,-4,4,-2,17,-15,6,1
ERa coact inh,·,·,32[fluorescence artefact?],-5[fluorescence artefact?],·,3[fluorescence artefact?],·,-4
F-actin modifier,6,24,-2,9,18,6,9,-4
LYP act,-12,5,-5,5,-14,11,-2,-6
IL1B cytotox,-13,-42,5,2,15,17,37,-2
TNFa cytotox,-14,-24,-22,-7,-7,-21,-10,-5
FAK blocker,-7,0,-2,5,-3,1,39*,0
VCAM1 TNFa inh,-14,-6,7,13,12,6,-8,12

Some of these compounds in order of their number in LYP act, descending:
# | Structure | Pyk2 oligo antag | PTPN22 inh 2 | ERa coact inh | F-actin modifier | LYP act | FAK blocker | VCAM1 TNFa inh
3 | CN(Cc1ccccc1)S(=O)(=O)c1ccc(C(=O)Nc2nnc(C3CC3)o2)cc1 | -2.1 | -3 | · | 19 | 1 | 3 | -53
23 | Cc1ccc(C(=O)COC(=O)c2ccc3c(c2)C(=O)N(c2cccc4ncccc24)C3=O)cc1C | 0.29 | 6 | · | 9 | -2 | 39* | -8
8 | Cc1c(C(=O)OCC(=O)N(CCC#N)c2ccccc2)oc2c1ccc1ccccc12 | 0.28 | 1 | 9[fluorescence artefact?] | · | -4 | -3 | 5
1 | CCC(C)[C@H](NC(=O)NCc1cccs1)C(=O)OC (some centres not stated) | -0.07 | 7 | -6 | 14 | -9 | 3 | 0
21 | CCOC(=O)c1c(C)nc2sc3c(=O)n(-c4ccc(OC)cc4)nnc3c2c1-c1ccc(OC)cc1 | -1 | 17 | · | 18 | -14 | -3 | 12

Individual results from the results shown.
Reading of COc1ccc(OC)c(NC(=O)c2cc(S(=O)(=O)NCc3ccco3)ccc2F)c1 in VCAM1 TNFa inh: -14
Reading of c1ccc(OCc2nc3ccccc3[nH]2)cc1 in IL1B cytotox: -2
Reading of Cc1ccc(-n2nc3c(c2NC(=O)c2ccc(OC(C)C)cc2)CS(=O)C3)cc1 (configuration not stated) in IL1B cytotox: 17
Reading of COc1ccc(N2CCN(CCCNS(=O)(=O)c3c(C)noc3/C=C/N(C)C)CC2)cc1 in VCAM1 TNFa inh: 7

(further entries)
25: CN1CCN(C(=O)CN(Cc2ccccc2)S(C)(=O)=O)CC1
26: Cc1ccc(Oc2ccc(C(=O)NC3CCSC3=O)cn2)cc1 (configuration not stated)
27: Clc1cc(Cl)c2nc(N3CCOCC3)sc2c1
28: CN1CCN(C(=O)c2ccc(-c3nn(C)c(=O)c4ccccc34)cc2)CC1
29: CCOc1ccc(C(=O)N(CN2CCCC2=O)c2ccc(C)cc2)cc1
30: CSc1cccc(NS(=O)(=O)c2ccccc2)c1
31: Cc1cc(=O)[nH]c(SC/C=C/c2ccccc2)n1
32: Cc1ccccc1-n1ncc2c(SCC(=O)N3c4ccccc4CC3C)ncnc21 (configuration not stated)

screen / no.,25,26,27,28,29,30,31,32
Pyk2 oligo antag,0.27,1.2,0.28,0.34,·,-0.43,-1.2,-1.8
PTPN22 inh 2,8,14,-9,7,-1,4,1,-2
ERa coact inh,6[fluorescence artefact?],·,-5,-1,-4,·,-9,·
F-actin modifier,24,26,-13,1,0,-16,1,28
LYP act,-9,-12,5,-10,0,-1,-4,6
IL1B cytotox,2,-6,-19,-21,2,-2,-1,-35
TNFa cytotox,-34,-15,9,-15,-10,-6,-2,-19
FAK blocker,1,-11,2,-1,3,-7,1,-3
VCAM1 TNFa inh,-2,-23,-2,2,24,10,1,5

33: CCc1c(C)nc2ncnn2c1N1CCC(C(=O)NCc2cccc(OC)c2)CC1
34: CCC(C(=O)Nc1cc(C)on1)c1ccccc1 (configuration not stated)
35: COc1ccc(S(=O)(=O)Nc2ccc3c(c2)OCO3)cc1Cl
36: O=C(CN1CCC(n2nnc3cc(C(F)(F)F)ccc32)CC1)Nc1ccc2c(c1)CCC2
37: Cc1ccc(S(=O)(=O)CCC(=O)O)cc1C
38: CCOC(=O)CN(C(=O)CSc1nnc(-c2ccc(OC)c(OC)c2)o1)c1ccc(F)cc1
39: Cc1nnc(SCc2cn3ccsc3n2)n(N)c1=O
40: Cc1ccccc1NC(=O)CCN1C(=O)CSC1=O

screen / no.,33,34,35,36,37,38,39,40
Pyk2 oligo antag,0.41,0.37,-1.4,-0.34,-0.05,-0.52,-0.1,0.24
PTPN22 inh 2,-1,-2,-1,5,7,-4,1,4
ERa coact inh,-1,-2,6[fluorescence artefact?],·,-3,5,-5,1
F-actin modifier,28,-4,-5,0,21,-10,31,-9
LYP act,-3,5,-2,-6,-6,2,2,-4
IL1B cytotox,-14,-42,81*,8,22,-35,-1,-26
TNFa cytotox,-54,-15,-12,-6,6,-13,82*,-4
FAK blocker,-3,-2,3,1,-1,-1,-2,-3
VCAM1 TNFa inh,-4,1,13,4,16,-1,62*,-18

41: O=C(Cc1ccc2cccnc2c1)c1ccc(O)cc1O
42: CCOC(=O)c1sc(NC(=O)c2cccs2)cc1C
43: COc1ccccc1NC(=O)NCCCl
44: COc1cc(NC(=O)c2ccc(COCC(F)(F)F)cc2)cc(OC)c1OC
45: Cn1c(-c2ccccc2O)cc2ccccc21
46: COc1cccc2c1OC1(C)CC2/C(=C(\C)O)C(=O)N1 (configuration not stated)
47: COc1ccc(C(=O)COC(=O)CN2C(=O)NC(C)(C)C2=O)cc1OC
48: CCN(CC)P(=O)(C(NC(=O)OC)C(F)(F)C(F)(F)C(F)(F)C(F)F)N(CC)CC (configuration not stated)

screen / no.,41,42,43,44,45,46,47,48
Pyk2 oligo antag,-0.96,-1.3,0.58,1.9,-0.03,-0.23,1.2,0.84
PTPN22 inh 2,1,-8,-5,3,8,-1,6,18
ERa coact inh,5,3,-10,·,-9,·,2,-7
F-actin modifier,-12,-4,10,13,11,19,-30,-8
LYP act,0,6,3,1,-8,-1,-8,-17
IL1B cytotox,-12,-22,-29,-64,-32,5,4,9
TNFa cytotox,-29,-24,-20,-12,-28,0,-7,-16
FAK blocker,10,-6,3,-7,0,-2,2,8
VCAM1 TNFa inh,-2,15,-2,-7,-9,-24,8,5

49: CCOC(=O)C1CCN(c2c(N(C)Cc3ccco3)c(=O)c2=O)CC1
50: Cc1cccc2cc(CN(Cc3ccc4c(c3)OCO4)Cc3nnnn3C3CCCC3)c(=O)[nH]c12
51: OCCn1c(CSc2nnc(-c3ccco3)n2-c2ccccc2)nc2ccc(Cl)cc21
52: CCN(CC)C(=O)C1CCCN(Cc2ccc3c(c2)OCO3)C1 (configuration not stated)
53: COc1ccc(C2N=C(c3ccccc3)NC(c3ccccc3)=N2)cc1
54: Cc1ccc(CNC(=O)c2cccc(-n3cnnn3)c2)cc1

screen / no.,49,50,51,52,53,54
Pyk2 oligo antag,·,-0.22,-0.78,1.6,0.29,0.28
PTPN22 inh 2,2,2,4,1,1,-6
ERa coact inh,-5,·,8,-14,-1,-7
F-actin modifier,9,11,-14,2,5,9
LYP act,-3,-2,-8,1,-1,4
IL1B cytotox,-35,-38,-36,-1,19,-4
TNFa cytotox,-10,17,10,-22,5,-12
FAK blocker,-8,6,7,1,2,-4
VCAM1 TNFa inh,1,-38,-16,-13,12,-20
